sgs1 mgt1: NCI yeast anticancer drug screen, S. cerevisiae sgs1 mgt1 strain; % growth inhibition at 50 µM; actives 10% (n = 78,000); AID 161;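 also: 0% = growth of vehicle-only cultures of the same strain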
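Compounds are added to genetically altered yeast, and growth is compared with cultures given vehicle alone to give percent inhibition.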
mec2-1: NCI yeast anticancer drug screen, S. cerevisiae mec2-1 strain; growth inhibition, % at 50 µM; actives 9% (n = 79,000);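 also: 0% = growth of vehicle-only cultures of the same strain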
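Vehicle-treated cultures served as reference for growth inhibition of compound-exposed mec2-1 yeast.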
yeast bub3: NCI yeast anticancer drug screen, S. cerevisiae bub3 mutant strain. actives 9.9% (n = 78,000). AID 167. % growth inhibition at 50 µM;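 also: 0% = growth of vehicle-only cultures of the same strain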
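Mutant yeast screening strain plus compound; vehicle-treated cultures serve as the 0% inhibition reference.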
mlh1 rad18: NCI yeast anticancer drug screen, S. cerevisiae mlh1 rad18 strain; % growth inhibition at 50 µM; actives 11% (n = 79,000); AID 175;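 also: 0% = growth of vehicle-only cultures of the same strain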
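A repair-deficient yeast strain is exposed to test compound, and growth is scored relative to vehicle-treated controls.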
cln2 rad14: NCI yeast anticancer drug screen, S. cerevisiae cln2 rad14 strain; % growth inhibition at 50 µM; actives 8.3% (n = 78,000); AID 165;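 also: 0% = growth of vehicle-only cultures of the same strain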
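Compounds are applied to the cln2 rad14 yeast strain, and growth is then compared with that of vehicle-treated cultures to give inhibition.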
rad50: NCI yeast anticancer drug screen, S. cerevisiae rad50 strain; % growth inhibition at 50 µM; actives 10% (n = 79,000); AID 155;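 also: 0% = growth of vehicle-only cultures of the same strain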
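Vehicle-treated cultures provide the reference for the growth inhibition reported for compound-exposed, repair-deficient yeast.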
* = called active by the depositor; & = joins results of further samples. Rule as the data show it: active = growth inhibition above about 70%; inactive = the rest.

SMILES	sgs1 mgt1	mec2-1	yeast bub3	mlh1 rad18	cln2 rad14	rad50
CN(C)C1CCCC(OC(=O)c2ccccc2)C1 (stereo not drawn)	18.1	23.4	0.6	20.2	7.6	12.8
CC1CN(C(=S)Nc2cccc3ccccc23)CC(C)O1 (stereo not drawn)	44.9	36.5	44.8	7.8	22.0	19.4
C1C[OH+]CCNCC[OH+]CC[OH+]CCN1.[Cl-].[Pt+4]	1.6	-29.2	3.5	-16.2	-9.1	-14.5
Oc1cc(Br)cc2cc(Br)cnc12	80.5*	89.5*	85.5*	78.3*	84.8*	84.4*
Cc1ccccc1NC(=O)Cc1csc(N=Nc2c(O)[nH]c3ccccc23)n1	-7.0	-42.9	-11.1	-27.7	-12.1	-33.6
Cc1cc(N)ccc1N=Nc1cc(S(=O)(=O)O)c2cccc(S(=O)(=O)O)c2c1	-2.6	22.1	8.8	-4.5	4.0	-4.4
CC(C)C(Sc1nc(N)nc2nc[nH]c12)C(=O)O (stereo not drawn)	-18.1	-11.6	-20.9	-11.4	-33.8	-49.6
COc1ccc(/C=C(/C#N)c2ccccc2)cc1	81.5*	19.6	73.5*	69.0	16.4	67.1
O=C(CC1SC(=Nc2ccccc2Cl)NC1=O)Nc1ccc(Cl)cc1Cl (stereo not drawn)	-15.9	-14.8	-6.5	9.7	17.7	-9.8
COC(=O)/C=C/c1ccc(OC(C)=O)c(OC)c1	-13.6	3.5	16.6	-4.9	-19.1	-1.9
CC(C)(C)CC(C)(C)NC(=O)CCl	2.6	2.1	10.3	-5.5	-4.8	-6.0
O=[N+]([O-])c1ccc(Cn2on2-c2ccccc2)cc1	9.1	21.1	24.4	-23.9	-16.7	8.6
CNC(=O)CNC(=O)C(NC(=O)CNC(=O)C1CCCN1C(=O)C(C)NC(=O)C(NC(=O)OC(C)(C)C)C(C)C)C(C)C (stereo not drawn)	-11.8	-23.6	-16.2	-18.2	-11.0	-12.9
C1=Cc2c3c(c4c(c2C1)C=CC4)C=CC3	-1.2	-8.1	-1.1	6.3	-2.3	-1.9
COc1cc2c(cc1C(C)c1ccccc1)OCO2 (stereo not drawn)	-14.9	-5.5	2.1	4.2	-11.8	-9.4
O=C1OC(O)(C(Cl)(Cl)Cl)C2C3CCC(C3)C12 (stereo not drawn)	-5.2	33.1	9.7	4.1	13.1	20.1
CCCCCc1cc(C(=O)N/N=C(\C)c2ccc(O)c(OC)c2)c2ccccc2n1	9.6	-4.9	7.0	32.5	-6.0	-13.2
Cc1cc(C)c([N+](=O)[O-])c(O)c1	-14.2	9.5	0.3	1.6	-26.4	-3.0
CCOC(=O)C1=C(C(=O)c2cccc3ccccc23)C(c2ccccc2[N+](=O)[O-])C(C(=O)c2cccc3ccccc23)=C(C(=O)OCC)N1	-5.1	2.2	-6.0	-23.9	20.4	-13.7
COC(=O)CCC1C(C)(C(C)=O)CCC2C1(C)CCC1(C)C3CC(C)(C)CCC3(C)CCC21C (stereo not drawn)	-15.2&-11.8	-5.3&1.1	-2.1&-3.9	4.4&13.8	-3.6&-7.8	1.1&1.6
CCCCCCC1CCC(N)CC1 (stereo not drawn)	-9.2	5.7	-7.3	14.2	-63.0	20.6
CCC(CC)C(O)CC(O)CC(C)C (stereo not drawn)	13.9	-19.7	12.1	-10.2	1.9	10.6
O=C(CC(C(=O)O)S(=O)(=O)O)Nc1ccc(S(=O)(=O)c2ccc(NC(=O)CC(C(=O)O)S(=O)(=O)O)cc2)cc1 (stereo not drawn)	2.5	4.5	-7.9	-11.3	-5.5	2.5
CC1(C=O)CCCC2(C)[C@@H]1CCC13CC(CO)C(CC[C@H]12)C3 (stereo partly drawn)	10.8	5.7	14.1	18.6	16.6	19.4
O=C1CC2C(O)OC(O)C(C1)N2C(=O)OCC(Cl)(Cl)Cl (stereo not drawn)	-8.6	-15.9	-17.4	-6.6	12.6	10.8
O=C1CC2(CCc3ccccc32)C(=O)N1CN1CCOCC1 (stereo not drawn)	6.5	-0.1	-8.7	9.7	-5.5	-10.4
CN(C)c1nc(=NCc2cccnc2)ss1	-9.8	-40.2	-55.0	-6.7	-39.4	-25.9
C/C(=N\NC(N)=O)C(C)(C)O	7.7	16.9	11.5	13.6	12.4	26.8
NOCc1ccc(OCc2ccccc2)cc1	-6.7	7.3	-2.4	-11.5	-18.8	5.8
CCCCCCCCCCCCOC1OC(COC(C)=O)C(OC(C)=O)C(OC(C)=O)C1OC(C)=O (stereo not drawn) (tested in a mixture with another compound)	-15.6	-15.4	-2.5	-14.4	-22.2	-7.9
O=C(C(=O)c1ccc(O)cc1)c1ccccc1	27.9	42.8	16.4	38.5	22.9	17.4
O=C(CCc1ccc(O)c(O)c1)NCCc1cc(O)cc(OCc2ccccc2)c1	-10.6	-6.7	-44.3	-73.5	-19.1	9.4
Cc1ccc(O)c(C(c2cc(C)ccc2O)c2ccccc2Cl)c1	99.2*	99.5*	98.5*	99.0*	98.6*	98.2*
CNC(=O)OC(C)CN(c1ccccc1)c1ccccc1 (stereo not drawn)	5.2	-4.7	7.8	-13.4	13.1	15.2
CC(SCc1ccccc1)C(=O)O (stereo not drawn)	-35.9	-29.8	-18.6	-44.5	73.0*	-9.2
CCOC(=O)C(CN(CC)CC)c1ccccc1 (stereo not drawn)	-3.2	-6.3	1.9	10.3	1.8	-1.1
O=C(O)c1ccc(OCc2ccccc2)c(Cl)c1	30.9	25.5	38.2	59.1	54.2	52.8
O=[N+]([O-])c1cccc(C(O)(C(F)(F)F)C(F)(F)F)c1	1.7	6.2	42.7	14.0	24.1	-19.1
Nc1cc(-c2ccccc2)ccc1O	93.6*	97.9*	99.1*	99.5*	79.1*	98.7*
COc1cc(C(C)c2cc3c(cc2OCC(C)=O)OCO3)cc(OC)c1OC (stereo not drawn)	-14.9	5.0	14.8	16.4	0.3	9.2
CCC/C(Cl)=N/OC(=O)Nc1cc(C(F)(F)F)ccc1OC	5.8	17.6	40.6	21.3	8.5	-34.1
CCOC(=O)C(NC(=O)CC)(Nc1cc(C)on1)C(F)(F)F (stereo not drawn)	-64.7	-21.2	-16.0	-8.8	-15.6	-22.4
CCCCCCCCCCCCn1cnc2ncnc(Cl)c21	98.7*	99.0*	98.8*	98.6*	98.4*	98.2*
O=CNC1CCCCC1c1ccc(C2CCCCC2NC=O)cc1 (stereo not drawn)	-2.4	9.1	6.2	22.8	-1.6	-12.1
CCOC(=O)/C(=C\c1ccc(C)cc1)C(C)=O	93.1*	91.8*	91.2*	90.7*	84.7*	91.1*
O=C1NC(=O)c2ccccc2C1=O	41.4	21.1	48.6	34.5	18.9	55.2
C=C(C)COCc1ccc(C(C)(C)CC(C)(C)C)cc1	-9.8	-10.3	-15.4	1.6	-23.5	-14.6
Cc1ccc(C(=O)c2ccc(O)cc2)cc1	-6.5	-7.7	-7.6	-14.2	-21.8	-25.4
OCC(O)COCC(O)CO (stereo not drawn)	-8.4	-11.2	4.1	17.3	-54.1	29.4
CCC1S(=O)(=O)OCCOS1(=O)=O	-16.2	-14.6	-1.0	7.5	-58.9	-34.0
Additional compounds follow:
SMILES	sgs1 mgt1	mec2-1	yeast bub3	mlh1 rad18	cln2 rad14	rad50
[N-]=[N+]=CC(=O)C1OC1c1ccc(Br)cc1 (stereo not drawn)	22.9	15.3	-0.2	33.1	24.4	11.8
O=C(O)Cc1cccc2c(=O)c3cccc([N+](=O)[O-])c3oc12	7.8	-10.8	-23.2	-55.4	7.2	-5.2
NC(=O)[C@@H]1CCCN1C(=O)c1cccnc1	-12.9	-18.2	4.8	-13.0	-14.7	-14.9
Cc1cccc(Cl)c1NC(=O)COc1ccc(Cl)cc1	38.2	5.8	30.9	26.2	1.6	5.8
CCCCCCCCCCCCCCCCNC(=O)/C(=C\c1ccccc1O)NC(=O)c1ccccc1	71.7*	35.1	73.7*	67.6	27.3	66.2
CNC(=O)/C(=C\c1ccccc1Cl)NC(C)=O	-5.9	-0.1	-0.9	-8.8	5.3	-6.5
O=C1c2ccc3c4ccccc4n(Cc4ccccc4)c3c2C(=O)N1c1ccccc1	92.5*	93.4*	91.5*	91.3*	92.2*	92.0*
O=C(O)C1CC(O)c2ccccc2C1c1ccccc1 (stereo not drawn)	-11.4	-1.1	5.1	-17.3	22.6	-2.6
Cc1ccc(N=NC(=O)NNc2ccc(C)cc2Br)c(Br)c1	-3.8	-8.8	-6.5	14.6	15.2	19.4
O=c1cccccc1[O-].O=c1cccccc1[O-].O=c1cccccc1[O-].[Nd+3]	89.3*	91.0*	92.5*	87.2*	80.9*	91.9*
CC(C)(Nc1nc2c(ncn2C2OC(CO)C(O)C2O)c(=O)[nH]1)P(=O)(O)O (stereo not drawn)	17.0	-0.4	-5.4	2.9	11.1	4.4
CCN(CC)c1c(C(=O)/C=C/c2ccc(Cl)cc2)c(-c2ccccc2)nn(C)c1=O	81.0*	85.9*	84.0*	81.8*	83.7*	82.5*
CCCCCC(C)NCC(O)Cc1ccc(OCCCC)cc1 (stereo not drawn)	99.3*	99.3*	99.5*	99.7*	98.9*	99.5*
O=C(/C=N/O)Nc1ccc2ccccc2c1	6.5	4.4	-8.4	1.2	-14.6	18.4
Cc1cccc(NC(=O)Nc2ccccc2F)n1	-8.9	5.7	-7.0	-12.1	-26.9	-2.7
CCOC(=O)C(Cc1c[nH]c2c(N(CCO)CCO)cccc12)(NC(C)=O)C(=O)OCC	16.0	-17.2	-5.5	9.9	21.7	-0.5
Cc1c(N)cc2c(c1[N+](=O)[O-])C(C)(C)CC2(C)C	1.6	-14.1	11.9	-0.8	-5.2	3.1
CCOC(=O)/C(=C/c1ccc(C(=O)OC)cc1)N(CC)CC	-12.1	-20.5	-20.1	-25.8	12.2	-26.5
COc1cccc(-c2cc(=O)c3ccc(C)nc3[nH]2)c1	-32.6	-22.1	-31.4	-98.3	-29.6	-12.1
C/C(=N\NC(=O)c1cc(C)nc2ccc(Br)cc12)c1ccccc1O	79.8*	63.0	7.3	72.5*	48.3	71.1*
Cc1cc(-c2cccc3ccccc23)c(C#N)c(=S)n1C1OC(CO)C(O)C(O)C1O (stereo not drawn)	47.4	4.4	15.8	33.6	9.5	14.1
Cc1cc2nc3c(C(OC4OC(CO)C(O)C(O)C4O)C(O)CO)nn(-c4ccc(F)cc4)c3nc2cc1C (stereo not drawn)	-47.7	-6.8	3.5	1.0	25.6	3.6
O=C(O)c1cnc(Cl)c(Br)c1	6.7	-3.4	-27.1	2.5	-17.9	-12.1
O=C(Nc1cccc(O)c1)C(Cl)=C(Cl)Cl	51.0	30.9	50.0	31.4	37.4	45.5
COC(=O)CSC(=S)N1CCOCC1	-5.3	-5.8	-10.1	24.2	-38.0	-6.8
Cc1ccc2c(=O)cc(-c3ccccc3)[nH]c2n1	-42.1	-57.0	-59.1	-41.1	11.8	-48.0
CC(c1ccccc1)C(C(=O)O)(c1ccccc1)c1ccccc1 (stereo not drawn)	99.7*	99.3*	99.5*	99.3*	99.3*	99.4*
CS(C)=O.CS(C)=O.[Cl][Ru+2][Cl].[NH-]c1ccccc1[NH-]	34.4	7.6	-1.9	27.8	23.8	38.6

Bioassay records deposited in PubChem by NCI.
